Screening results: PubChem, National Center for Advancing Translational Sciences (NCATS)
Epigenetic reg = derepresses silenced GFP reporter in murine cells | murine LDR cells, GFP reporter derepression, 30 h | Potency, µM (highest dose often 53.9 µM), inactives show top-dose GFP activation, most hits filed as activators | 280,000 compounds, 0.2% hits; further: % of control where 0% means no effect; nearly all actives have a fitted effect of over 60% in size
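Readout is the number of GFP-expressing murine LDR cells, counted by cytometry following washing. Cells were treated with compound for 30 h at 37 C; the stably integrated CMV-GFP locus is normally silent.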
SMN2 splice up = SMN2 splice variant enhancement | Potency, µM (titrated, usually from 46.1 µM), inactives show at the highest dose activity change, positive = activation, usual class: activators | HEK293 SMN2-luciferase splicing reporter, luminescence, 30-36 h | AID 1458 | 210,000 compounds, 2.8% hits; further: % of control where 0% means no effect; nearly all actives have a fitted effect of over 55% in size
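qHTS luciferase splicing reporter: luminescence rises when SMN2 exon 7 is included in transfected HEK293 cells. Compound exposure lasted 30-36 h at 37C, with 4.5 mM final sodium butyrate as control, followed by a ONE-Glo read.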
* hit, by the source's call; ? = inconclusive; [ ] = dose if it differs, or a comment. The call rests on the fitted dose curve; in most records, active means well fitted curve in the direction sought with a large enough effect; inconclusive means small, poorly fitted or top-dose-only effect, or another doubt; inactive means no such curve, though single readings can be large; an effect the other way counts as inactive or inconclusive. Potency means the concentration at half of the fitted maximal effect. Some of the compounds tested. The share of hits here may be higher or lower than overall.

canonical_smiles	Epigenetic reg	SMN2 splice up
Cc1ccc(C)c(CN2C(=O)c3ccccc3S(=O)(=O)c3ccc(C(=O)NCCc4ccc(Cl)cc4)cc32)c1	-1.1%	-1%
COc1cccc(-n2c(-c3cccc(F)c3)nc3c(cnn3-c3ccc(C)cc3)c2=O)c1	0.0%	-13%
Cc1ccccc1C(=O)Nc1sc2c(c1C(=O)O)CCC(C(C)(C)C)C2 (stereo not drawn)	-0.1%	4%
Cc1ccc(S(=O)(=O)c2nc(-c3ccco3)oc2SCC(=O)c2ccc(Cl)cc2)cc1	2.4%	-1%
CCc1ccc(NC(=O)Cn2c(=O)n(CCC(=O)N3CCc4ccccc4C3)c(=O)c3ccccc32)cc1	-1.8%	7%
O=C(CSc1nnc(CNC(=O)c2ccccc2)n1-c1cccc(Cl)c1)Nc1ccccc1F	-1.1%	18%
O=C(c1cc(-c2cccc(Cl)c2)on1)N1CCCCC1	0.0%	10%
CCOC(=O)c1c(NC(C)=O)c2c3c(sc2n1Cc1nc(-c2cccc(Cl)c2)oc1C)CCCC3	1.1%	-3%
COc1ccc(C(=O)NCCn2cc(SCC(=O)Nc3ccc4c(c3)OCCO4)c3ccccc32)cc1	1.1%	-47%[inhibitor]
COc1ccc(NC(=O)CSc2nc(-c3cccs3)cc(C(F)(F)F)c2C#N)cc1	?	2%
O=C(Nc1ccc2oc(-c3cccnc3)nc2c1)c1ccc(-c2ccccc2)o1	3.4%	-11%
COc1cc(OC)cc(-n2c(=O)c3sccc3n(Cc3c(C)cc(C)cc3C)c2=O)c1	-0.1%	-2%
Cc1ccc(-n2c3nc(=O)[nH]c(=O)c-3cc3c(C)nn(-c4ccccc4)c32)cc1C	5.6%	5%
CCc1ccc(CNC(=O)CSc2c3c(nc4ccc(Cl)cc24)CCCC3)cc1	-0.4%	-6%
CCOC(=O)c1nnc2c(-c3ccc(F)cc3)c(C)nn2c1N	-1.1%	-8%
COc1ccc(-c2[nH]c(-c3ccc(C)cc3)nc2SCC(=O)NCC2CCCO2)cc1 (stereo not drawn)	1.9%	-19%
O=S(=O)(Nc1c(F)cccc1F)c1ccc2c(c1)OCCO2	-1.0%	25%
CC(C)c1ccc(S(=O)(=O)Nc2ccc(O)c(Sc3nc4ccccc4s3)c2)cc1	-3.4%	-17%
Cc1ccc2oc(=O)c3cnn(CC(=O)Nc4ccc(Br)cc4C)c3c2c1	-2.3%	4%
CCCCOC(=O)c1ccc(Nc2nc3ccc(C)cc3n3cnnc23)cc1	0.0%	-3%
CC(=O)Nc1cc(-c2ccccc2)nn1Cc1cccc(Cl)c1	17%	0%
COc1ccc(Cl)cc1NC(=O)c1cc2c(=O)n3ccccc3nc2s1	-1.8%	-6%
O=C1CN(C(=O)c2ccc(S(=O)(=O)N3CCCCC3)cc2)C(c2ccc(F)cc2)c2cc(Cl)ccc2N1 (stereo not drawn)	-1.8%	1%
Cc1cn2c(=O)cc(COc3ccc(Cl)cc3)nc2s1	-1.7%	6%
CC1(C)CC(=O)c2cc(-c3nc(-c4ccc(Cl)cc4)cs3)c(=O)n(-c3cccc(F)c3)c2C1	0.2%	0%

A section taken from the entries so far, as a working copy:
canonical_smiles	Epigenetic reg	SMN2 splice up
CCCCOC(=O)c1ccc(Nc2nc3ccc(C)cc3n3cnnc23)cc1	0.0%	-3%
CC(=O)Nc1cc(-c2ccccc2)nn1Cc1cccc(Cl)c1	17%	0%
COc1ccc(Cl)cc1NC(=O)c1cc2c(=O)n3ccccc3nc2s1	-1.8%	-6%
O=C1CN(C(=O)c2ccc(S(=O)(=O)N3CCCCC3)cc2)C(c2ccc(F)cc2)c2cc(Cl)ccc2N1 (stereo not drawn)	-1.8%	1%

Other entries follow.
canonical_smiles	Epigenetic reg	SMN2 splice up
CCOc1ccccc1NC(=O)N1CCN(S(=O)(=O)c2ccc3c(ccn3C)c2)CC1	-0.9%	-13%
CN1CCN(CCC(=O)Nc2ccc(Cl)cc2)CC1	-0.2%	-2%
Cc1nn(-c2nc(-c3ccccc3)cc(C(F)(F)F)n2)c(C)c1Cl	-0.9%	-4%
CCCSc1ncc(Cl)c(C(=O)Nc2c(C(=O)Nc3ccccc3)oc3ccccc23)n1	7.4%	4%
O=C1c2oc3ccccc3c(=O)c2C(c2ccccc2F)N1Cc1ccc2c(c1)OCO2 (stereo not drawn)	-1.0%	-2%
Cc1ccc2c(c1)C(c1ccccc1)N(C(=O)c1ccc(OC(C)C)cc1)CC(=O)N2 (stereo not drawn)	2.4%	-4%
CCOc1ccc(NC(=O)CSc2ncn[nH]2)cc1	-1.6%	1%
CC(=O)N1CCc2c(sc3nc(SCC(C)C)n(-c4ccc(F)c(Cl)c4)c(=O)c23)C1	-1.8%	4%
CCN(CC)S(=O)(=O)c1ccc2c(c1)c(=O)c(C(=O)NCc1ccccc1OC)cn2C	3.5%	3%
COc1cccc(C(=O)N(Cc2cccc(F)c2)C2CCS(=O)(=O)C2)c1 (stereo not drawn)	-0.8%	1%
Cc1ccc(-n2c(Cc3ccccc3)nnc2SCc2nc(-c3cccs3)no2)cc1C	-1.9%	-3%
COc1ccc(CCNC(=O)CCn2c(=O)c3ccccc3n(Cc3ccccc3F)c2=O)cc1OC	-1.8%	3%
CCOC(=O)c1ccccc1NC(=O)Nc1cc2c(cc1N1CCCC1)n(C)c(=O)n2C	13%	11%
CN(C)c1ccc(CNC(=O)C2CCCN(S(=O)(=O)c3ccc4c(c3)oc(=O)n4C)C2)cc1 (stereo not drawn)	-2.3%	1%
Cc1ccc(NC(=O)CCCc2nnc3n(C)c(=O)c4sccc4n23)cc1F	-1.3%	-3%
CN1C(=O)CC(C(=O)Nc2ccc(C(=O)O)cc2)SC1=Nc1ccc(Cl)cc1 (stereo not drawn)	-1.6%	-16%
Cc1cc(Br)ccc1NC(=O)CSc1c2c(nc3ccccc13)CCC2	0.5%	-34%[inhibitor]
Cc1ccc(C)c(NC(=O)Cn2c(=O)n(CC3CCCO3)c(=O)c3ccccc32)c1 (stereo not drawn)	0.0%	26%
COc1ccc2oc(=O)cc(CN3CCN(C(=O)c4ccccc4F)CC3)c2c1	-0.8%	3%
O=C1CC(c2ccc(Br)cc2)c2c(ccc3ccccc23)N1 (stereo not drawn)	-4.8%	-4%
CCOC(=O)c1c(NC(=O)CSc2cn(CCNC(=O)c3ccc(OC)c(OC)c3)c3ccccc23)sc2c1CCCC2	5.4%	1%
FC(F)(F)c1cccc(Nc2c3c(nc4ccc(Cl)cc24)CCC3)c1	6.1%	-72%[inhibitor]
COc1ccc(-n2c(=O)c3sc4ccccc4c3n(CC(=O)Nc3cccc(C)c3)c2=O)cc1	?	13%
O=C(Cn1c(=O)n(Cc2ccco2)c(=O)c2ccccc21)Nc1ccc(Cl)cc1Cl	1.7%	-2%
Cn1cc(C(=O)NCc2ccccc2Cl)c(=O)c2cc(S(=O)(=O)N3CCCCCC3)ccc21	0.4%	8%
CCOc1cc2sc(N3CCC(C(=O)Nc4ccc(CC)cc4)CC3)nc2cc1Br	1.4%	?
Cc1c(C(=O)O)oc2c1-c1nn(Cc3ccc(Cl)cc3)cc1CC2	-2.1%	-4%
CCOC(=O)c1cc(-c2ccc(C)cc2)nn1Cc1ccccc1	0.7%	?
Cc1ccc(NC(=O)CN(C)S(=O)(=O)c2cccc3cccnc23)cc1F	0.0%	-8%
Cc1ccc2c(c1)N(CCC(=O)NCc1ccc(F)cc1)C(=O)CO2	-0.7%	10%
Cc1ccccc1CN1C(=O)C(O)(CC(=O)c2cccc(Br)c2)c2ccccc21 (stereo not drawn)	0.8%	-6%
Cc1cc2nn(-c3ccccc3)nc2cc1NC(=O)COc1ccc(Cl)cc1	-0.8%	11%
Cc1ccc(-n2nc3ccc(NC(=O)c4oc5ccc(C)cc5c4C)cc3n2)cc1	-1.6%	14%
COc1ccccc1NC(=O)c1ccccc1NC(=O)c1ccccc1	0.0%	-8%
Cc1ccc(-c2cc(C(F)(F)F)n3ncc(-c4ccc(Cl)cc4)c3n2)cc1	-5.6%	-9%
CC(=O)c1cccc(NC(=O)Cn2cc(C(=O)c3cccc(Cl)c3)c(=O)c3ccc(C)nc32)c1	-0.9%	-11%
CCc1c(C)nc2nncn2c1Nc1cccc(C)c1	-1.0%	-7%
COc1ccc(-c2noc(CN(C(=O)c3ccc(C)cc3C)C(C)C)n2)cc1	-1.1%	-21%
COc1ccccc1N1CCN(C(=O)c2cc3c(=O)n(C)c4ccccc4c3s2)CC1	?	-13%
CCOc1ccc(Nc2c(S(=O)(=O)c3ccc(C)cc3)cnc3cc(OC)c(OC)cc23)cc1	0.8%	-9%
Cc1ccc(Nc2c(-c3c[nH]c4ccccc34)nc3cc(C)ccn23)cc1	-1.8%	14µM*
Cc1ccc2nc(SCC(=O)Nc3ccc(C#N)cc3)[nH]c2c1	0.3%	-11%
CNC(=O)Cn1nc(-c2ccc(Cl)cc2)c2ccccc2c1=O	3.2%	5%
COc1ccc(OC)c(NC(=O)c2cc3c(=O)oc4ccccc4c3s2)c1	4.2%	6%
Cc1oc(-c2cccc(Cl)c2)nc1CN1CCC(C(=O)NCc2ccc(F)cc2)CC1	-0.3%	-5%
COc1ccccc1N1CCN(C(=O)c2nc(SC)ncc2Cl)CC1	?	-12%
Cc1cccc(NC(=O)/C(C#N)=C/c2ccco2)c1	1.6%	?
O=S(=O)(c1ccc(Br)cc1)c1nc(-c2ccco2)oc1SCc1ccccc1F	4.1%	-13%
Cc1ccc(-c2nc(CS(=O)(=O)CC(=O)Nc3ccc(Br)cc3F)c(C)o2)cc1	5.6%	-1%
Cc1ccc(O)c(NC(=O)c2cc(-c3ccc4c(c3)OCO4)on2)c1	-0.7%	17%

Some of the entries so far, with each value named:
> Cc1c(C(=O)O)oc2c1-c1nn(Cc3ccc(Cl)cc3)cc1CC2
  Epigenetic reg: -2.1%
  SMN2 splice up: -4%
> Cc1cccc(NC(=O)/C(C#N)=C/c2ccco2)c1
  Epigenetic reg: 1.6%
  SMN2 splice up: ?
> Cc1oc(-c2cccc(Cl)c2)nc1CN1CCC(C(=O)NCc2ccc(F)cc2)CC1
  Epigenetic reg: -0.3%
  SMN2 splice up: -5%

(more compounds)
canonical_smiles	Epigenetic reg	SMN2 splice up
CC(=O)c1ccc(NC(=O)c2cc(C)nn2-c2ccccc2)cc1	-1.1%	6%
CCOc1ccc(CNc2nc3nc(C)c(Cc4ccccc4)c(=O)n3[nH]2)cc1	-1.9%	0%
COc1ccc(CNC(=O)CS(=O)Cc2nc(-c3cccc(C)c3)oc2C)cc1 (stereo not drawn)	-1.1%	-6%
CCOc1ccc(NC(=O)c2ncn(-c3ccccc3)n2)cc1	5.0%	?
COc1ccc(C(=O)NCCn2cc(SCc3cccc(F)c3)c3ccccc32)cc1OC	-1.1%	-40%[inhibitor]
CCOC(=O)c1ccc(Nc2nc(N)c3cc(OC)c(OC)cc3n2)cc1	0.8%	4%
CCOCCCn1c(=N)c(S(=O)(=O)c2ccccc2)cc2c(=O)n3cc(C)ccc3nc21	3.8%	24%
COc1cc(C2c3c(oc4ccc(F)cc4c3=O)C(=O)N2Cc2ccc3c(c2)OCO3)ccc1O (stereo not drawn)	1.9%	0%
Cc1cc(Sc2ccc(Cl)cc2)nc2ccccc12	-1.6%	-7%
CCCCOc1ccc(CN2C(=O)C(=O)c3cc(C)ccc32)cc1OC	4.6%	4%
CCN1CCN(C(=O)c2ccc3c(c2)N(Cc2ccc(Cl)cc2)C(=O)c2ccccc2S3=O)CC1 (stereo not drawn)	-0.3%	-2%
CCN(CC)C(=O)C1=C(C)Nc2nc3ccccc3n2C1c1ccccc1F (stereo not drawn)	-1.8%	-12%
CCN1C(=O)c2ccccc2S(=O)c2ccc(C(=O)N3CCN(c4cc(Cl)ccc4C)CC3)cc21 (stereo not drawn)	2.2%	-37%[inhibitor]
O=C(CN1C(=O)COc2ccc(S(=O)(=O)N3CCCC3)cc21)N1CCN(c2cccc(C(F)(F)F)c2)CC1	-2.0%	3%
O=C(Nc1cc(-c2ccccc2)sc1C(=O)O)c1cccc(F)c1	-4.8%	11%
COc1ccccc1C(=O)Nc1c(C(=O)c2ccccc2)oc2ccccc12	-1.0%	-3%
COc1ccc(C(=O)Nc2cc3c(cc2C(=O)c2ccccc2Cl)OCCO3)cc1	-1.1%	2%
COc1cc(OC)c(C2C=C(C(=O)O)Nc3ncnn32)cc1OC (stereo not drawn)	2.2%	0%
COc1cc(Br)c(C2CC(=O)Nc3cc4c(cc32)OCCO4)cc1OC (stereo not drawn)	-0.3%	8%
CCCCCn1c(=O)[nH]c2cc(C(=O)N3CCN(c4ccccc4)CC3)ccc2c1=O	2.0%	3%
COC(=O)c1ccccc1NC(=O)CSc1nc(=O)cc(N)n1-c1ccccc1	-0.7%	-9%
